All columns: NCI-60 one-dose screen, growth in % after 48 h at 10 µM unless noted; 100 = growth as untreated, 0 = no growth, -100 = all killed.
MCF7 – MCF7 breast cancer. AID 1794796. actives 6.3% (n = 82,000)
SR – SR leukemia cells | actives 8.7% (n = 73,000)
MDA-MB-468 – MDA-MB-468 breast cancer; actives 8.5% (n = 78,000)
MDA-MB-231 – MDA-MB-231 breast cancer; actives 5% (n = 81,000)
MOLT-4 – MOLT-4 leukemia cells | actives 6.9% (n = 80,000) | AID 1794779
K-562 – K-562 leukemia; AID 1794777; actives 7.4% (n = 78,000)
MDA-MB-435 – MDA-MB-435 melanoma; actives 7.8% (n = 82,000); AID 1794794
RPMI-8226 – RPMI-8226 leukemia cells; actives 7.5% (n = 77,000)
* marks the source's active call; other numbers are inactive results; / = not tested or not shown. How the source made its calls: active means growth percent below 10; inactive means the rest.

Preview, five compounds:
Each structure is followed by: MCF7, SR, MDA-MB-468, MDA-MB-231, MOLT-4, K-562, MDA-MB-435, RPMI-8226
Cc1ccc2c(c1)n([O-])c1cc(Cl)ccc1[n+]2=O
 : 108, 6.0*, /, 81, -9.1*, 79, 97, 104
COc1ccc(Nc2nn3c(C)cc(C)nc3c2C(N)=O)c(OC)c1
 : 104, /, 98, 108, 93, 96, 97, 94
C=C1CCC2C3(C)COC(c4ccc(N(C)C)cc4)OC3CCC2(C)C1C/C=C1/C(=O)OCC1O (stereo not given)
 : 30, 22, 22, 85, 38, 44, 7.3*, -53*
COc1ccc2[nH]c(=O)c(O)c(-c3cccc(O)c3)c2c1
 : 93, 95, 107, 99, 94, 98, 105, 100
N#C/C(=C\c1cc2ccccc2nc1Cl)C(=O)c1c[nH]c2ccccc12
 : 47, 12, 80, 85, 52, 24, 83, /

The whole of this part, previewed entries included:
Each structure is followed by: MCF7, SR, MDA-MB-468, MDA-MB-231, MOLT-4, K-562, MDA-MB-435, RPMI-8226
Cc1ccc2c(c1)n([O-])c1cc(Cl)ccc1[n+]2=O
 : 108, 6.0*, /, 81, -9.1*, 79, 97, 104
COc1ccc(Nc2nn3c(C)cc(C)nc3c2C(N)=O)c(OC)c1
 : 104, /, 98, 108, 93, 96, 97, 94
C=C1CCC2C3(C)COC(c4ccc(N(C)C)cc4)OC3CCC2(C)C1C/C=C1/C(=O)OCC1O (stereo not given)
 : 30, 22, 22, 85, 38, 44, 7.3*, -53*
COc1ccc2[nH]c(=O)c(O)c(-c3cccc(O)c3)c2c1
 : 93, 95, 107, 99, 94, 98, 105, 100
N#C/C(=C\c1cc2ccccc2nc1Cl)C(=O)c1c[nH]c2ccccc12
 : 47, 12, 80, 85, 52, 24, 83, /
CN(C)CCC(c1ccc(Br)cc1)c1ccccn1 (stereo not given)
 : /, /, 110, 80, 89, 108, 91, 103
Cc1nc2nc3c(c(C)nn3-c3ccccc3)c(-c3ccc(Cl)cc3)c2c(=O)[nH]1
 : 79, 50, 98, 116, 95, 100, 94, 93
Cn1nc(Br)c(=O)n(C(c2ccccc2)c2ccccc2)c1=O
 : 64, 68, 51, 89, 101, /, 84, 47
Nc1cc(Cl)cc(S(=O)(=O)O)c1O
 : 108, 110, 96, 101, 110, 105, 110, 104
Nc1ccc(-c2nc3ccccc3s2)cc1
 : 77, 103, 102, 76, 111, 111, 104, /
Cc1ccc(C(=O)c2ccc(CC(=O)N=Nc3c(O)[nH]c4ccccc34)n2C)cc1
 : 86, 106, 91, 86, 95, 89, 98, 80
N#Cc1cnc(OC2CCOC2)nc1-n1cnc2ccccc21 (stereo not given)
 : 82, 96, 142, 99, 91, 100, 103, 107
Cc1cc(C)c(CCCC(=O)c2c(C)cc(C)cc2C)c(C)c1
 : 91, 116, 113, 93, 116, 139, 108, 103
CCNC(=O)Oc1ccc(/C(=C(/C)c2ccc(Cl)cc2)c2ccc(OCCN3CCCCCC3)cc2)cc1
 : -38*, -5.8*, 4.4*, 21, 13, 5.1*, 23, -15*
O=[N+]([O-])c1ccc2ncccc2c1Cl
 : 13, 7.3*, -2.7*, 21, 30, 12, -37*, 39
C=C1SC(=Nc2c(C)cc(C)cc2C)N(C(=O)c2sc3ccccc3c2Cl)C12CCCCC2
 : 78, /, 86, 86, 78, 104, 95, 67
CSC(=O)N1CCN(C)CC1
 : 92, 92, 123, 120, 102, 91, /, /
Clc1ccccc1N1CCN(CCCN2CCN(c3ccccc3Cl)CC2)CC1
 : 86, 79, 83, 75, 57, 52, 92, 58
C=CCn1c(C)nc2cc(Nc3nc(Cl)nc4nc[nH]c34)ccc21
 : 95, 102, 96, 79, 96, 95, 104, 87
CN(C)CCCNc1c2ccc(Cl)cc2nc2c1oc1ccccc12
 : -22*, -19*, -50*, -17*, -1.0*, 3.3*, -41*, -21*

Entries of single compounds from above.
Cc1cc(C)c(CCCC(=O)c2c(C)cc(C)cc2C)c(C)c1 as listed: MCF7 = 91; SR = 116; MDA-MB-468 = 113; MDA-MB-231 = 93; MOLT-4 = 116; K-562 = 139; MDA-MB-435 = 108; RPMI-8226 = 103
N#Cc1cnc(OC2CCOC2)nc1-n1cnc2ccccc21 (stereo not given) as listed: MCF7 = 82; SR = 96; MDA-MB-468 = 142; MDA-MB-231 = 99; MOLT-4 = 91; K-562 = 100; MDA-MB-435 = 103; RPMI-8226 = 107
C=C1CCC2C3(C)COC(c4ccc(N(C)C)cc4)OC3CCC2(C)C1C/C=C1/C(=O)OCC1O (stereo not given) as listed: MCF7 = 30; SR = 22; MDA-MB-468 = 22; MDA-MB-231 = 85; MOLT-4 = 38; K-562 = 44; MDA-MB-435 = 7.3*; RPMI-8226 = -53*

The listing continues.
Each structure is followed by: MCF7, SR, MDA-MB-468, MDA-MB-231, MOLT-4, K-562, MDA-MB-435, RPMI-8226
N#CCS(=O)(=O)c1ccccc1
 : 101, 96, 107, 99, 102, 107, 95, 109
O=C(c1nnc(Nc2ccccc2F)o1)c1c[nH]c2ccccc12
 : 22, 79, 88, 67, 104, 107, 102, 80
CC(=O)OC1C=CCC2C(=O)OC(=O)C12 (stereo not given)
 : 107, 94, 113, 123, 100, 93, 100, 104
COc1ccc(C(=O)/C=C/c2ccc(/C=C/c3cc(OC)ccc3OC)cc2)cc1
 : 68, 36, 96, 92, 55, 51, 84, 67
CNC(=O)c1cc(Oc2ccc3nc(NC(=O)c4ccc(Cl)c(C(F)(F)F)c4)sc3c2)ccn1
 : 64, 38, 48, 75, 67, 70, 80, 65
CSc1nn2c(-c3ccc4ccccc4c3)ccnc2c1C#N
 : 10.0*, 14, 41, 27, 28, 11, -64*, 24
O=C(CCCCCCCCC(=O)OCc1ccccc1)OCc1ccccc1
 : 104, 95, 106, 105, 101, 102, 105, /
CC(=O)N1N=C(CCC(=O)c2nc3ccc([N+](=O)[O-])cc3[nH]2)OC1c1ccc(O)cc1 (stereo not given)
 : /, /, 108, 102, /, /, 105, 120
O=C(NCc1ccccc1F)c1cccc(NS(=O)(=O)c2ccc3c(c2)OCCO3)c1
 : 96, 82, /, 92, 96, 90, 106, 71
COc1ccc(NC(=O)/C=C\C(=O)O)cc1OC
 : 92, 105, 102, 104, 98, 94, 96, 104
COc1ccc(C2c3c(c4ccccc4n(-c4ccccc4)c3=O)Nc3ncnn32)cc1 (stereo not given)
 : 98, 114, 125, 110, 99, 109, 129, 130
Cc1cccc(Cl)c1NC(=O)c1cnc(Nc2cc(N3CCOCC3)cc(S(C)(=O)=O)c2)s1
 : 65, 43, 27, 9.7*, 25, 6.1*, 70, 71
O=C(NN1C(=O)CSC1c1ccc(Cl)cc1)c1[nH]c2ccc(F)cc2c1-c1ccccc1 (stereo not given)
 : 15, 49, 69, 63, 34, 28, 45, 25
C#CCN1C(=O)/C(=C\c2cn(CC#C)c3ccccc23)c2ccccc21
 : /, /, 133, 83, 87, 87, 114, 91
COc1cc(/C=C\c2ccc(-c3ccc(-c4cc(OC)c(OC)c(OC)c4)cc3)cc2)cc(OC)c1OC
 : 101, 98, 103, 129, 104, 117, 100, 107
O=C1CSC(N2N=C(c3cc4ccccc4o3)CC2c2c[nH]c3ccccc23)=NN1 (stereo not given)
 : 88, 83, 126, 83, 87, 95, 104, 92
CN(C)c1ccccc1CCO
 : 98, 80, 103, 105, 92, 103, 120, 115
CC1=CC(=O)C2=C(C)CC(OC(=O)CCc3ccccc3)[C@@H]3[C@H](OC(=O)[C@@H]3C)[C@@H]12 (stereo not given in full)
 : 84, 87, 79, 97, 84, 84, 93, 75
c1ccc2c(c1)nc(-n1cccc1)c1nc3ccccc3n12
 : 84, /, 97, 81, 76, 89, 100, 89
Fc1ccc(Nc2csc(Nc3cnccn3)n2)cc1Cl
 : 90, 87, 112, 87, 93, 111, 98, 98
CCC(O)(c1ccccc1)C(O)c1ccccc1 (stereo not given)
 : 102, 98, 112, 91, 111, 101, 93, 108
CCCCN(CCCC)CCCn1c(-c2ccccc2)ccc1-c1ccccc1
 : 58, 43, 43, 23, 55, 52, 86, -2.3*
N=C1NC(=O)/C(=C/c2cn(-c3ccccc3)nc2-c2ccccc2)S1
 : 90, 89, 101, 92, 95, 93, 98, 95
CCOC(=O)C1=C(C)O/C(=C/c2ccc(OC)cc2)C1=O
 : 93, 95, 104, 110, 101, 94, 106, 95
O=C(NC(=S)N1CCN(c2ncnc3c2cnn3-c2ccccc2)CC1)c1ccc(Br)cc1
 : 50, 14, 78, 75, 82, 61, 80, 83
Nc1ccc(S(=O)(=O)Nc2nc(-c3ccccc3)cc(-c3ccccc3O)n2)cc1
 : 90, 91, /, 103, 98, 96, 91, 89
Nc1nc2c3cncnc3ccc2c2ncncc12
 : 94, 95, 84, 100, 105, 98, 110, 96
COc1ccc(Cc2nnc3sc(SCc4ccccc4)nn23)cc1
 : 95, 87, 103, 106, 89, 88, 102, 98
O=C1Nc2ccccc2CCc2ccccc21
 : 99, 98, 105, 96, 107, 108, 118, 109
COC(=O)c1nc(-c2ccccc2)oc1S(=O)(=O)NCC(c1ccc(Cl)cc1)N1CCCCC1 (stereo not given)
 : 35, -3.6*, 37, 72, 1.8*, 9.1*, 72, 20
c1cc(NCCc2ccncc2)nc(-n2cnc3ccccc32)c1
 : 84, 58, 95, 98, 86, 89, 96, 68
O=C(COc1ccc(/C=C2\C(=O)Nc3ccc(F)cc32)cc1)Nc1ccccc1
 : 90, 86, 99, 104, 99, 90, 99, 103
Nc1nc(Nc2cc(Cl)cc(Cl)c2)nn1S(=O)(=O)c1ccc2ccccc2c1
 : 33, 46, 66, 35, 38, 41, 78, 66
O=C(CSc1nc2ccccc2[nH]1)Nc1ccc(-c2nc3ccccc3s2)cc1
 : 64, /, 36, 69, 65, 51, 86, 51
NC(=O)NC(=O)c1ccccc1
 : 99, 92, 111, 101, 96, 106, 123, 92
c1ccc(C2(c3ccccc3)CCCO2)cc1
 : 109, 75, 103, 118, 112, 127, 95, 99
COc1cc2ncnc(Nc3ccc(C(=O)/C=C/c4ccc(C(F)(F)F)cc4F)cc3)c2cc1OC
 : 65, 63, 107, 91, 68, 58, 84, 13
O=C1C=CC(=O)N1c1cccc(Cl)c1
 : 112, /, 87, 132, /, /, 101, 96
Nc1c(Cl)cc(N=Nc2ccccc2)cc1Cl
 : 20, 85, -61*, 84, 90, 93, 105, 90
O=C(O)CN1C(=O)CCC1=O
 : 92, 112, 108, 91, 114, 111, 102, /

Overlap with the part before: two compounds, followed by the next part.
Each structure is followed by: MCF7, SR, MDA-MB-468, MDA-MB-231, MOLT-4, K-562, MDA-MB-435, RPMI-8226
Nc1c(Cl)cc(N=Nc2ccccc2)cc1Cl
 : 20, 85, -61*, 84, 90, 93, 105, 90
O=C(O)CN1C(=O)CCC1=O
 : 92, 112, 108, 91, 114, 111, 102, /
Cc1ccc(-c2c3sc4ccccc4nc-3c3cc(C)c(C)cc3c2=O)cc1C
 : 100, 102, 103, 100, 101, 100, 100, 103
Oc1ccccc1C1N=NC2=C(CCCC2)N1O (stereo not given)
 : 93, 97, 113, 89, 99, 99, 98, 113
COc1cc(NCc2ccc3nc(N)nc(N)c3c2C)cc(OC)c1OC (tested in a mixture with another compound)
 : 21, 32, /, 62, 21, 28, 33, 42
CN(C)C=Nc1ccc(S(=O)(=O)c2ccc(N=CN(C)C)cc2)cc1
 : 100, 134, 103, 110, 110, 114, 113, 99
Cc1ccc(S(=O)(=O)N2CCCN(c3nc(-c4ccccc4)nc4nc(-c5ccccc5)oc34)CC2)cc1
 : 93, 92, 109, 97, 95, 97, 104, 90
CCCCCN(CCCCC)C(=O)c1ccccc1
 : 98, 96, 89, 113, 99, 101, 112, 107
O=CN1N=C(c2cccc(Nc3ccncc3)c2)CC1c1ccc(Cl)cc1 (stereo not given)
 : 75, 78, 82, 92, 85, 57, 100, 52
Oc1ccc2c(c1)OCO2
 : 96, 103, 107, 94, 104, 104, 99, 103
CN(CCC(=O)/C(=C\c1ccccc1)c1ccc(Cl)cc1)Cc1ccccc1
 : 28, -1.6*, -35*, 13, 6.1*, 23, 1.2*, -11*
Nc1cc(C(=O)N/N=C\c2ccc(OC(F)F)c(OC3CCCC3)c2)nn1CC(O)c1ccccc1 (stereo not given)
 : 89, 88, 106, 98, 78, 88, 103, 88
O=C1CN(Cc2ccc(C(=O)NO)cc2)C(=O)[C@@H](Cc2ccccc2)N1
 : 96, 113, 109, 102, 101, 98, 100, 102
Cn1cc(-c2nn3cc(-c4cccs4)nc3s2)c2cc(F)ccc21
 : 21, 12, 44, 34, 22, 15, -43*, 31
CC1CN(/N=C/c2ccc([N+](=O)[O-])o2)C(=N)O1 (stereo not given)
 : 85, 107, 90, 102, 107, 108, 100, 97
NS(=O)(=O)c1ccc(C(=O)NNCCC(=O)c2ccc3ccccc3c2)cc1
 : 93, 91, 99, 92, 96, 103, 102, 97
CN(C)c1cnccn1
 : 87, /, 56, 72, 94, /, 100, 65
COc1ccc2c(c1)c(-c1cc(N)n3nc(-c4cn(C)c5ccc(OC)cc45)cc3n1)cn2C
 : 32, -12*, 142, 78, 56, -17*, 112, -0.8*
COc1cc(-c2c(NC(C)(C)C)nc3c(OCCc4ccccc4)cccn23)cc(OC)c1OC
 : 37, 33, 60, 71, 47, 28, 81, 15
O=C=Nc1cc(Cl)ccc1Cl
 : 97, 105, 111, 98, 109, 103, 104, 129
COc1cc(C2CC(c3ccc(Oc4ccc(Br)cc4)cc3)=NN2c2nc(-c3ccc(F)cc3)c(C#N)c(N3CCOCC3)n2)cc(OC)c1OC (stereo not given)
 : 93, 85, 109, 94, 95, 92, 85, 102
FC(F)(F)c1ccc(Nc2nnc(-c3ccc(Cl)cc3)o2)cc1
 : 86, 102, 109, 92, 90, 73, 103, 94
COc1ccc(NC(=O)c2sc3nc(C)c(C(=O)CCc4cccc(OC)c4)cc3c2N)cc1
 : 16, 20, 30, 86, 48, 20, -10*, 46
CC(C)OC(=O)CC#N
 : 101, 105, 95, 121, 111, 137, 105, 110
